High-throughput results from PubChem BioAssay.
E coli growth – bacterial growth inhibition, counter-screen for AddAB inhibitors; E. coli V3065 growth, OD600 absorbance, 18 h; inhibition, % at 11.9 µM; 330,000 tested, 0.27% active;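 active = inhibition above the campaign's mean inhibition across all tested compounds plus 3 SD, cut at about 9.9% in these data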;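 also: uninfected addAB+ strain grown without phage in ampicillin broth; 0% = DMSO wells and 100% = ciprofloxacin 0.95 µg/ml wells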
Rtt109 Vps75 – blocks Candida albicans Rtt109/Vps75 acetyltransferase activity. 330,000 tested, 0.16% active. Q5AAJ8. inhibition, % at 34.9 µM. purified Rtt109/Vps75, ThioGlo CoA-SH fluorescence, 4 h;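 active = inhibition of at least 50% in every replicate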
Target sequence (Q5AAJ8 whole entry, looked up): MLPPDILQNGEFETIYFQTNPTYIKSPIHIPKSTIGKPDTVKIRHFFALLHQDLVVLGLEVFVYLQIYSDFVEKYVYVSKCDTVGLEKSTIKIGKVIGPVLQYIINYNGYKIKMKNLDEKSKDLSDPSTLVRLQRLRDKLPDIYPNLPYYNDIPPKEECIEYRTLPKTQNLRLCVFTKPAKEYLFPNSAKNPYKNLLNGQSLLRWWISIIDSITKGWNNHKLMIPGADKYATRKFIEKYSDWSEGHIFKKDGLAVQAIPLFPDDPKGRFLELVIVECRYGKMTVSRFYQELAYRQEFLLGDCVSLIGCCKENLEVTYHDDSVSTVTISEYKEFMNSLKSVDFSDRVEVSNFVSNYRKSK
PvdQ acylase – blocks Pseudomonas aeruginosa PvdQ acylase activity; purified PvdQ acylase, fluorescence plate reader; inhibition, % at 10 µM; 340,000 tested, 0.063% active; AID 488965; in the data active = inhibition above about 30%, passing the limit was not always enough;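 also: 0% = vehicle neutral wells and 100% = reference inhibitor wells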
DAGLB inhibitor – blocks human DAGLB lipase activity | inhibition, % at 5.17 µM | Q8NCG7 | HEK293T DAGLB membrane lysate, EnzChek fluorogenic substrate | AID 504411 | 340,000 tested, 0.059% active; in the data active = inhibition above about 34%;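 also: 0% = enzyme with vehicle and 100% = wells lacking enzyme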
Target sequence (Q8NCG7 whole entry, looked up): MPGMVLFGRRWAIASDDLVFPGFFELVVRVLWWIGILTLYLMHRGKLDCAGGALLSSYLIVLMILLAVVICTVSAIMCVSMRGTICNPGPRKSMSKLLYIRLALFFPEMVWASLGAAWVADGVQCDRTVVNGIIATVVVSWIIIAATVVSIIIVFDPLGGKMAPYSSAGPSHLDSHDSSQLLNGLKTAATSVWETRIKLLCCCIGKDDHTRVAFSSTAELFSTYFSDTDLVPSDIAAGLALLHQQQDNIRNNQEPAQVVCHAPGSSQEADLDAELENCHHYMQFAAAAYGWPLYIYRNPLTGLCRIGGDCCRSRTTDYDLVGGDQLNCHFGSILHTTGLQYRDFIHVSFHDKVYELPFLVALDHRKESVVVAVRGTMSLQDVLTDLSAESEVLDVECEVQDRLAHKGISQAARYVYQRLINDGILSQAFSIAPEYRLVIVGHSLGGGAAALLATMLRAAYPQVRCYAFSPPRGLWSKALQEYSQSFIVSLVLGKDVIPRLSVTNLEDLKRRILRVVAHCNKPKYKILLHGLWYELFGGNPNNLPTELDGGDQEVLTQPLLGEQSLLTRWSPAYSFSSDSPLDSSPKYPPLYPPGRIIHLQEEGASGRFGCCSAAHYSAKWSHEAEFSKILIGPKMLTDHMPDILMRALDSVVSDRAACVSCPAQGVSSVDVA
phage Ecoli inh – E. coli growth loss with phage present; growth absorbance; inhibition, % at 11.9 µM; 360,000 tested, 0.26% active; AID 651602; in the data active = inhibition above about 11%
CAL PDZ FP – inhibitors of human CAL PDZ peptide binding | Q9HD26 | inhibition, % at 20 µM | 330,000 tested, 0.02% active | purified CAL PDZ, TMR-peptide fluorescence polarization, 1 h;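 active = highest replicate inhibition of at least 40%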;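 also: plate controls were DMSO neutral control wells for no effect and unlabeled competitor peptide control wells for full effect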
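Control set: unlabelled peptide and DMSO controls / Material: purified CerCALP PDZ construct / Timing: 1 h incubation at room temperature before polarization reading / Doses: 20 µM, one dose / Detection: fluorescence polarization (mP)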
Tat transport – inhibitors of E. coli Tat protein transport; E. coli MC4100 TorA-mCherry Tat export, fluorescence; inhibition, % at 10 µM; 340,000 tested, 0.036% active;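 active = mean replicate inhibition at least 50% and at least half of replicates individually reaching 50%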;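 also: exported cargo escapes ClpAP degradation while cytoplasmic cargo is degraded and loses fluorescence; 0% = median of neutral control wells and 100% = median of NaSCN control wells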
Wnt act – activates Wnt/beta-catenin signaling in a reporter cell assay; activator, plate reader; activation, % at 9.35 µM; 300,000 tested, 1.2% active; in the data active = activation above about 30%, passing the limit was not always enough;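 also: 0% = neutral control wells and 100% = positive control wells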
AddAB inh – less growth of phage-infected E. coli with AddAB | E. coli expressing H. pylori AddAB, absorbance growth | inhibition, % at 11.9 µM | 330,000 tested, 0.29% active | AID 435030; in the data active = inhibition above about 12%;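 also: 0% = vehicle wells of infected cells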
PfHsp90 set2 – inhibits growth of yeast expressing Plasmodium falciparum Hsp90; S. cerevisiae expressing PfHsp90, BacTiter-Glo ATP, 48 h; yeast lacking PDR1 and PDR3 efflux regulators; inhibition, % at 9.4 µM; 310,000 tested, 0.32% active;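 active = every replicate shows inhibition above about 80%, whatever the replicate mean, limit read from the data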;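 also: 0% = DMSO neutral controls and 100% = 20 µM radicicol positive controls; yeast relying on Plasmodium falciparum Hsp90 in place of its own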
The depositor's hits bear a star; · = not tested or not shown.

SMILES	E coli growth	Rtt109 Vps75	PvdQ acylase	DAGLB inhibitor	phage Ecoli inh	CAL PDZ FP	Tat transport	Wnt act	AddAB inh	PfHsp90 set2
NS(=O)(=O)c1ccc(NC(=S)NNC(=O)c2cccs2)cc1	-0.6	23	6	·	3.6	-0.4	0	2	-0.5	9
COc1ccccc1CNC(=O)Cn1c(=O)oc2cc(S(=O)(=O)N3CCCC3)ccc21	-3.2	-3	-15	1	1.9	-0.4	-5	-1	0.4	8
CCCCNC(=O)CSc1nnc(-c2ccc(S(=O)(=O)N3CCCC3)cc2)n1C	-1.6	0	11	-2	2.5	-0.4	10	-13	3.0	-6
COc1ccc(C(=O)COC(=O)[C@H](C)NS(=O)(=O)c2ccc(NC(C)=O)cc2)cc1OC	·	5	-15	-6	4.0	-2.2	-3	-1	·	-21
Cc1ccc([C@H]2C(C(=O)O)=CC[C@@H](c3ccc(C)cc3)N2S(=O)(=O)c2ccc(C)cc2)cc1	-1.1	-9	-3	5	2.3	-2.4	-2	-1	-0.3	-20
COc1ccc([C@H]2CC(=O)C=C(c3cc(F)ccc3OC)C2)cc1	-1.4	-5	-5	-7	3.8	-1.4	9	-5	1.1	-1
Cc1nn(C(C)C(=O)O)c(C)c1[N+](=O)[O-] (configuration not stated)	0.3	1	-9	-1	2.3	-0.5	-12	1	4.4	-5
N=c1n(CC(=O)c2ccc([N+](=O)[O-])cc2)c2ccccc2n1Cc1ccc(Cl)cc1	0.2	-1	-10	0	2.3	-0.2	1	·	1.0	-5
Cc1nnc(SCC(=O)NCC2CCCO2)n1-c1ccccc1 (configuration not stated)	0.9	7	-12	-1	2.8	-0.3	9	·	0.8	8
O=C(NC(=O)c1c(Cl)cccc1Cl)Nc1ccc(Oc2cccnc2)nc1	-2.1	24	3	·	1.5	-1.9	3	1	-0.6	6
CCC(Sc1nc2ncccc2[nH]1)C(=O)NC1CCCC1 (configuration not stated)	0.2	4	-7	-4	1.6	0.0	6	-1	0.9	40
CCOC(=O)C1(Cc2cccc(OC)c2)CCN(Cc2cccn2-c2nccs2)CC1	1.8	-1	7	-5	4.0	-0.6	9	·	0.9	13
CC(=O)Nc1ccc(C(=O)n2nc(C)cc2C)cc1	-0.6	21	4	-4	2.1	-2.4	18	·	0.5	·
COc1cccc(C(C(=O)NC(C)(C)C)N(C(=O)CCC(=O)Nc2cc(C)on2)c2ccc3c(c2)OCCO3)c1OC (configuration not stated)	-0.6	-10	-18	-2	0.7	-2.1	8	-2	2.2	-36
CCCCCC1CCC(c2n[nH]c(=S)n2C)CC1 (configuration not stated)	-0.8	0	-14	-1	-1.3	0.0	1	-3	0.5	-86
COc1ccc(Nc2ccccc2NC(=O)c2ccccc2Br)cc1	-0.3	16	5	-4	-0.5	-2.1	-1	0	1.7	-142
COC(=O)c1cc(S(=O)(=O)NCC2CCN(CCc3cccs3)CC2)c[nH]1	0.2	-10	-5	-2	1.4	-3.4	-9	-2	-0.6	-2
COc1ccc2[nH]c(=O)c(CN(CCO)S(=O)(=O)c3c(C)ccc4nsnc34)cc2c1	-0.3	2	5	1	0.8	0.9	-5	-4	-0.5	·
NC(=O)C1CCN(C(=O)c2ccc(Oc3cc(Cl)cc(Cl)c3)o2)CC1	-0.3	-8	2	1	4.2	-0.6	6	3	1.6	9
CCc1ccc2[nH]c(=O)c(CN(CCN(C)C)C(=S)NCc3ccco3)cc2c1	-4.0	0	1	0	5.8	-0.1	5	-2	1.4	5
COc1ccc(N)c2c1C(=O)c1ccccc1C2=O	0.8	-4	14	19	3.7	-1.3	-26	·	6.0	-7
Cc1ccc(C(=O)Nc2nnc(CC(=O)N/N=C/c3ccc(O)c(O)c3)s2)cc1	-0.1	-5	-19	5	2.6	-0.6	5	2	1.3	-1
COc1ccc(-c2csc(N3CCN(c4cc5c(cc4Cl)nc(-c4ccncc4)n5CCOCCO)CC3)n2)cc1	2.2	-7	-13	1	2.3	-0.7	4	-8	1.5	-7
C=CCOC(=O)C(C#N)c1nc2ccccc2nc1N1CCC(C(=O)OCC)CC1 (configuration not stated)	-2.4	-8	-13	-3	7.1	-0.6	3	2	-1.4	1
CN(C)CCCN(Cc1ccccc1)C(=S)Nc1ccc(SC(F)F)cc1	1.5	2	-7	2	5.2	-0.5	7	0	1.3	7
O=C(NCc1cccc(CNC(=O)C(=O)NCC2CCCO2)c1)C(=O)NCC1CCCO1 (configuration not stated)	1.2	-1	-19	·	3.1	-0.1	1	-6	3.9	-32
COc1cccc(CSc2nnc(-c3ccc(F)cc3)o2)c1	-0.4	3	-3	-8	1.2	-0.9	7	·	0.9	9
Cc1oc2ccc(NS(=O)(=O)c3ccc(F)cc3)cc2c1C(=O)O	3.0	-5	-12	0	2.0	-2.8	2	-2	0.6	-2
CCc1cc(C(=O)N2CCN(c3ncc(C(F)(F)F)cc3Cl)CC2)sc1C	0.9	8	-7	-13	2.4	-0.5	13	-3	1.9	1
Cc1cc(C)n2cc(CSc3nc4cc(Cl)ccc4o3)nc2n1	0.6	1	-13	-10	1.3	-1.9	-3	·	5.3	-9
COC(=O)C1C(=O)c2c([nH]c(C(=O)OC3CCCCCC3)c2C)CC1C (configuration not stated)	0.7	0	-11	-4	1.8	0.6	3	16	4.3	-1
O=C(O)CSc1cc(NS(=O)(=O)c2ccc(Br)cc2)c2ccccc2c1O	-2.3	0	-9	-3	-0.2	42*	-7	9	1.1	-16
COc1ccc(C2=NOC(C)(c3nnc(-c4ccc(Cl)cc4)o3)C2)cc1 (configuration not stated)	-0.7	1	-9	-4	2.9	0.3	2	0	1.1	-6
Cc1ccc(OCc2nnc(SCC(=O)Nc3ccc4c(c3)OCCO4)n2Cc2ccco2)cc1	1.0	0	0	-1	2.2	-1.5	7	-1	0.4	-9
Cc1c(NC(=O)c2cc3ccccc3o2)c(=O)n(-c2ccccc2)n1C	-2.4	-5	8	-2	4.5	-1.1	-9	·	1.6	-10
CCCCN1C2=NC(c3ccccc3)CN2c2ccccc21 (configuration not stated)	-0.7	8	5	-2	2.5	-1.4	6	0	4.0	5
CC(C)(C)n1nnnc1C(c1cccnc1)N1CCN(c2ccccn2)CC1 (configuration not stated)	-1.9	2	-8	-3	1.4	-0.9	2	-3	1.9	-16
CSc1ncccc1C(=O)OCC(=O)NC(C)CCc1ccccc1 (configuration not stated)	-1.3	-2	-11	-3	-0.9	-0.4	-10	-4	1.5	-29
CC(=O)Nc1ccc(C(=O)NCCCSc2ccccc2)cc1	0.1	-1	-10	2	0.0	-1.0	-3	1	-0.6	25
COc1ccc(NC(=O)C2=CC(c3ccc(C)cc3)=NS(=O)(=O)N2C)cc1OC	0.9	2	-13	3	1.4	0.4	10	-3	2.5	30
CCc1c(C)[nH]n(-c2ccc(Oc3ccccc3)c(S(=O)(=O)O)c2)c1=O	-1.1	-20	-14	10	·	-0.3	-3	·	-1.1	-3
COc1ccc(-n2c(=O)[nH]cc(C(=O)N3CCc4ccccc43)c2=O)cc1	-2.3	3	-15	1	-0.5	-0.5	1	·	0.2	19
O=C(O)CNC(=S)N(Cc1ccccc1Cl)C1CCCC1	1.3	-4	-5	0	2.1	-0.4	4	0	3.6	-7
Cc1cc(NS(=O)(=O)c2ccc(NC(=O)CCc3ccccc3)cc2)no1	-0.5	-8	-7	1	0.8	-0.1	8	·	-2.7	-10
CSc1ccc(/C=N/n2nnnc2N)cc1	1.1	4	-4	-2	3.3	-2.2	-5	14	2.2	-21
O=C(CN1C(=O)c2ccccc2S1(=O)=O)N1CCCCC1	-0.7	8	-3	-2	0.5	-3.2	1	26	-1.8	-19
CC(SCc1ccccc1)C(=O)NN=C1CCN(C)CC1 (configuration not stated)	0.0	·	4	-1	1.2	-1.1	-3	-2	1.1	-4
COc1cccc(NC(=O)C2CC2)c1	-1.2	-5	-12	2	2.6	-1.7	-6	1	1.1	14

Quoted from the listing.
In CAL PDZ FP, O=C(O)CNC(=S)N(Cc1ccccc1Cl)C1CCCC1 has -0.4
In PfHsp90 set2, COc1ccc(-n2c(=O)[nH]cc(C(=O)N3CCc4ccccc43)c2=O)cc1 has 19
In E coli growth, O=C(CN1C(=O)c2ccccc2S1(=O)=O)N1CCCCC1 has -0.7
In DAGLB inhibitor, CSc1ccc(/C=N/n2nnnc2N)cc1 has -2

(further entries)
SMILES	E coli growth	Rtt109 Vps75	PvdQ acylase	DAGLB inhibitor	phage Ecoli inh	CAL PDZ FP	Tat transport	Wnt act	AddAB inh	PfHsp90 set2
COC(=O)CSc1nnc(C)n1-c1cccc(C#N)c1	0.8	17	-2	0	1.1	-1.8	-2	·	0.3	·
Cc1cc(C)cc(NC(=O)CN2C(=O)COc3ccc(S(=O)(=O)N4CCCC4)cc32)c1	-1.3	1	-4	0	1.6	-0.8	4	-2	-1.8	13
Cc1cccc(-c2noc(CN(C(=O)c3c(-c4ccccc4Cl)noc3C)C(C)C)n2)c1	2.0	12	-9	-8	4.7	-0.8	9	-2	4.2	-6
O=C(CCCc1nc(-c2ccc(Cl)cc2)no1)NC1CCCC1	0.1	-10	-5	2	1.7	-0.8	-2	-2	3.2	15
Oc1ccc(/C=N/n2c(-c3ccccc3)n[nH]c2=S)cc1Br	·	3	-9	3	-0.9	-0.8	6	0	·	-42
COc1ccccc1NC(=O)CN1CC(=O)Nc2ccccc21	-0.4	-7	-12	1	0.2	1.2	-3	0	1.4	-2
CCC(N1CCOC1=O)S(=O)(=O)c1ccc(C)cc1 (configuration not stated)	-0.8	1	-17	2	1.1	-4.1	-2	17	-0.1	-4
CCOC(=O)c1c(C)[nH]c(C(=O)C(C)OC(=O)c2cnc(C)cn2)c1C (configuration not stated)	-4.9	-8	0	-2	3.2	-1.1	1	-1	0.6	-14
CCOC(=O)c1ccc(N2C(=O)CC(N3CCN(C/C=C/c4ccccc4)CC3)C2=O)cc1 (configuration not stated)	·	14	-1	-8	2.1	-0.7	0	1	·	31
COc1ccc(-n2c(SCC(=O)N3CCCC(C)C3)nnc2-c2cccnc2)cc1 (configuration not stated)	-1.0	2	-10	1	-1.0	-2.4	0	·	3.2	3
O=C(COC(=O)CNS(=O)(=O)c1ccc2ccccc2c1)Nc1ccc2c(c1)OCO2	-0.7	9	12	-7	5.2	-2.8	10	-2	2.7	5
COc1ccc(N(C=O)C(C(=O)Nc2c(C)cccc2C)c2ccccc2)cc1 (configuration not stated)	2.5	1	0	-1	0.5	0.5	3	2	-0.1	-13
CCCCNCc1cc(OCC)c(OCC(N)=O)cc1Br	1.5	-6	-23	-2	0.7	-3.3	26	·	0.7	33
O=[N+]([O-])c1ccccc1NC1CCN(Cc2ccccc2)CC1	0.7	1	-1	-4	-1.9	-1.6	0	-2	5.2	15
COc1ccc(NC(=O)/C(C#N)=C\C=C\c2ccco2)cc1	2.8	-2	-1	5	3.0	-3.1	-3	·	6.9	7
CC(=O)c1nnn(-c2ccc(F)cc2F)c1C	0.7	15	-3	-1	0.4	-0.2	4	-1	-1.5	6

Two records picked at random from the list so far, as already listed:
SMILES	E coli growth	Rtt109 Vps75	PvdQ acylase	DAGLB inhibitor	phage Ecoli inh	CAL PDZ FP	Tat transport	Wnt act	AddAB inh	PfHsp90 set2
CCCCNCc1cc(OCC)c(OCC(N)=O)cc1Br	1.5	-6	-23	-2	0.7	-3.3	26	·	0.7	33
O=[N+]([O-])c1ccccc1NC1CCN(Cc2ccccc2)CC1	0.7	1	-1	-4	-1.9	-1.6	0	-2	5.2	15

No enrichment for hits; overall some 1.9% were active at least once.
